C2C12 statin: protects C2C12 myotubes from simvastatin toxicity. ATP luminescence, 48 h; scaled: DMSO 0, geranylgeraniol control 100. rescue of ATP level, % at 7.49 µM. actives 0.78% (n = 330,000);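 active = mean ATP rescue above about 67%, or every replicate alone reaching that limit, limit read from the data, passing the limit was not always enough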;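 also: myotubes were challenged with 10 µM simvastatin during compound exposure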
GSIS activator: GLuc luminescence reporter in INS-1E cells, primary screen for activators of glucose-dependent secretion of insulin; INS-1E GLuc reporter insulin secretion, 2-3 h; actives 0.61% (n = 370,000); activation, % at 16.6 µM;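 active = lowest replicate activation of at least 40%, so every replicate reaches that level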;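 also: 0% = median of neutral control wells and 100% = median of IBMX positive control wells; some compounds called inactive have numbers as strong as hits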
Cneo AK release: Cryptococcus neoformans lysis via adenylate kinase release | lysis activity, % at 15 µM | AID 651654 | C. neoformans lysis, adenylate kinase release luminescence, 4 h; normalised: neutral wells 0, clomiphene wells 100 | actives 0.2% (n = 360,000);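 active = mean lysis activity across replicates of at least 80%, whatever share of replicates individually reach that level; inactive = mean lysis activity below 80%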
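Material: C. neoformans cells | Amount: Yeast cell density of 5 × 10^6 cells/mL | Medium: Fresh YPD growth medium | Dosing: Single dose | Times: Static 4 h at 37 °C with compound, 1 h detection | Detection: AK luminescence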
ARNT TACC3 PPI: disrupts binding between human ARNT and TACC3 | AID 623870 | actives 0.66% (n = 390,000) | inhibition, % at 9.99 µM | Q9Y6A5 | AlphaScreen His-ARNT PAS-B/GST-TACC3 binding, luminescence; TACC3 fragment carries E629A point mutation;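 active = mean inhibition of replicates at least 50% and at least half of replicates each reaching 50%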;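 also: 0% = complete ARNT plus TACC3 wells and 100% = ARNT alone without TACC3; many hits fall short of the cut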
LGR2 antag: inhibitors of bursicon-induced Drosophila LGR2 receptor cAMP signaling; inhibition, % at 9.99 µM; HEK293 LGR2, CRE-luciferase, bursicon-stimulated, 4 h; AID 720647; actives 0.35% (n = 380,000);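 active = drop in luminescence signal, shown as inhibition above about 50% in the replicate tests, limit read from the data, passing the limit was not always enough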;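 also: agonist challenge used bursicon conditioned medium at about half maximal strength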
PGC1a acetyl inh: lowers PGC1a acetylation signal in U2OS cells. AlphaScreen anti-acetyl-lysine; with virally co-expressed GCN5 acetyltransferase. inhibition, % at 15.6 µM. actives 0.17% (n = 350,000);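 active = every replicate shows inhibition of at least 40%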;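 also: 0% = neutral control wells and 100% = positive control wells; some results beyond the cut were filed as inactive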
PAX8 inh HTS: inhibitors of PAX8 transcriptional activity in RMG-I cells; RMG-I TPO-luciferase reporter, SteadyGlo, 24 h; inhibition, % at 12.6 µM; actives 1.2% (n = 360,000); AID 652154;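 active = mean replicate inhibition at least 60% with every replicate also reaching 60%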;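 also: luciferase light reporting Pax8 driven TPO promoter activity; plate controls were median of neutral control wells for no effect and mitoxantrone controls for full effect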
PglD inh: inhibitors of Campylobacter jejuni PglD acetyltransferase. actives 0.098% (n = 360,000). AID 602405. purified PglD enzyme, DTNB colorimetric CoA detection. inhibition, % at 12.5 µM; in the data active = inhibition above about 16%, passing the limit was not always enough; also: strong numbers were not always called active
Numbers without * were called inactive; nt = not tested or not shown. An unsorted share of the library; 2.9% or so of the library scored in one or more.

SMILES	C2C12 statin	GSIS activator	Cneo AK release	ARNT TACC3 PPI	LGR2 antag	PGC1a acetyl inh	PAX8 inh HTS	PglD inh
CN(CC(=O)NCc1ccc2c(c1)OCO2)S(=O)(=O)c1ccc(Cl)cc1	-7.4	-14.9	5.0	16.5	1.2	2.2	-1.1	6.1
O=C(COC(=O)c1ccc(N2CCCC2=O)cc1)Nc1ccccc1	5.0	-13.1	-0.6	10.2	-15.8	3.8	-7.0	-5.8
CC(=O)Cc1nsc(NC(=O)c2ccc(-c3cc(C(F)(F)F)ccc3Cl)o2)n1	-99.7	-27.1	-3.6	-1.5	-0.3	13.4	nt	2.0
C[C@H]1CN([C@@H](C)CO)C(=O)c2c(c3ccccc3n2C)-c2ccccc2CO[C@H]1CN(C)C(=O)c1ccc(F)cc1	-21.2	-20.2	-1.0	-9.2	-6.0	-7.3	nt	0.4
Cc1ccc(S(=O)(=O)N2CCOCC2)cc1C(=O)NCc1ccco1	-15.5	nt	1.2	16.1	nt	6.3	nt	-0.6
O=C(NC1CCS(=O)(=O)C1)c1cccc(Br)c1 (stereo not drawn)	1.7	8.4	2.1	-0.9	-9.8	nt	-4.4	1.3
COc1ccc(S(=O)(=O)N[C@H]2CC[C@H](CC(=O)N3CCC(Cc4ccccc4)CC3)O[C@H]2CO)cc1	19.2	-18.8	-0.8	-0.7	45.2	-1.8	nt	-0.2
CC(=O)c1ccc(S(=O)(=O)Nc2ccc(N3CCOCC3)cc2)cc1	7.5	4.1	3.2	-7.0	-17.2	nt	3.9	1.9
O=C([C@H]1[C@H](CO)[C@H]2Cn3c(cccc3=O)[C@@H]1N2Cc1cccc(Cl)c1)N1CCOCC1	-7.0	18.6	90.0*	-2.2	0.1	nt	nt	-0.3
CCCCc1cc(=O)oc2cc(OCc3nn[nH]n3)ccc12	15.5	nt	nt	1.9	-1.3	3.8	-12.3	nt
C=CCn1c(=O)/c(=C/c2ccc(F)cc2)s/c1=C(\C#N)c1nnc2n1CCCCC2	-10.7	-17.4	0.5	6.4	3.0	-2.5	nt	-5.1
O=C(c1ccccc1F)N1CCN=C1SCc1cccnc1	-5.3	-6.0	0.2	-2.7	10.9	10.2	17.0	1.7
COc1cc(CN2CCN(C(=O)c3cccc4ccccc34)CC2)cc(OC)c1OC	5.5	0.6	-0.5	-3.7	6.0	nt	4.7	2.5
Cc1ccc(N2C(=O)c3ccc(C(=O)N4CCN(Cc5ccccc5)CC4)cc3C2=O)cc1	0.1	-27.5	2.9	-1.0	7.6	4.1	-0.3	1.9
CC(C)NC(=O)C1Cc2c(-c3ccc(Cl)cc3)ccnc2O1 (stereo not drawn)	-15.6	nt	0.7	nt	5.0	nt	13.4	0.6

Arranged by the number under PGC1a acetyl inh (low to high): three from the list above
structure	GSIS activator	ARNT TACC3 PPI	LGR2 antag	PGC1a acetyl inh	PglD inh
CN(CC(=O)NCc1ccc2c(c1)OCO2)S(=O)(=O)c1ccc(Cl)cc1	-14.9	16.5	1.2	2.2	6.1
O=C(COC(=O)c1ccc(N2CCCC2=O)cc1)Nc1ccccc1	-13.1	10.2	-15.8	3.8	-5.8
Cc1ccc(S(=O)(=O)N2CCOCC2)cc1C(=O)NCc1ccco1	nt	16.1	nt	6.3	-0.6

Continued.
SMILES	C2C12 statin	GSIS activator	Cneo AK release	ARNT TACC3 PPI	LGR2 antag	PGC1a acetyl inh	PAX8 inh HTS	PglD inh
COc1ccccc1OCC(=O)Nc1ccc(S(=O)(=O)N2CCCCCC2)cc1	-21.2	-9.5	2.4	-1.3	1.4	9.9	nt	-1.4
O=C(C[C@@H]1C=C[C@H](NC(=O)Nc2ccc(C(F)(F)F)cc2)[C@@H](CO)O1)NCc1cccc(F)c1	1.8	-2.3	4.0	-5.3	7.3	4.4	4.0	-4.0
CCCN1C[C@H](C)[C@H](OC)CN(C)C(=O)c2cc(NC(=O)c3ccno3)ccc2OC[C@@H]1C	-2.3	6.1	-6.3	-11.7	3.3	8.3	-11.4	-1.2
Cc1ccccc1S(=O)(=O)N1C[C@@H](O)COC[C@H]2O[C@@H](CC(=O)N3CCC(Cc4ccccc4)CC3)CC[C@@H]21	1.1	-35.7	-0.6	-0.7	-9.1	3.0	12.4	0.4
COc1cccc(Oc2ccc(C(F)(F)F)cc2NC(=O)c2cccc(F)c2)c1	-9.0	5.4	nt	-14.0	0.5	12.5	10.6	nt
C[C@@H]1CN([C@H](C)CO)C(=O)Cc2cc(NC(=O)Nc3ccc(F)cc3)ccc2O[C@@H]1CN(C)C(=O)Nc1ccc2c(c1)OCO2	5.1	8.7	-1.2	23.7	1.8	5.3	0.6	2.4
C=C(C)CNC(=S)N/N=C(\C)c1cccc(NC(C)=O)c1	nt	-5.6	nt	-1.3	14.6	nt	3.7	nt
Cc1[nH]c2ccccc2c1/C=N/NC(=O)c1cccs1	nt	-4.8	nt	8.6	-26.9	nt	1.3	nt
C[C@H](CO)N1C[C@H](C)[C@@H](CN(C)C(=O)c2ccncc2)OCCCC[C@H](C)Oc2ccc(NS(=O)(=O)c3ccccc3)cc2C1=O	nt	-6.1	1.5	-1.1	6.2	-1.1	-5.2	5.7
CC1=CC(=O)N(c2ccc(C)cc2)C1c1ccc(Cl)cc1 (stereo not drawn)	nt	-55.3	3.3	-24.4	3.4	-5.5	3.9	5.2
Cc1c(-c2ccccc2)nc(N)c(C#N)c1-c1cccnc1	nt	35.7	nt	-9.9	1.1	nt	10.6	nt
CCN(CCO)c1cc(Cl)nc(SC)n1	-10.5	nt	0.0	-7.4	nt	16.7	nt	-3.5
COc1ccc(N2CCN(C(=O)C(=O)c3cn(CC(=O)N4CCOCC4)c4ccccc34)CC2)cc1	4.5	5.4	-0.3	-3.0	9.6	-5.8	10.8	-2.6
CCN(Cc1ccc(Cl)s1)C(=O)c1cccc(OCc2c(C)noc2C)c1	-4.1	-52.4	-0.4	-3.8	6.7	nt	21.8	-4.5
N=C(N1CCCc2ccccc21)N1CCCc2ccccc21	-18.7	16.0	7.2	-0.4	-0.9	-8.2	3.6	3.0

Fetched by structure from the entries so far, 3 records:
SMILES	C2C12 statin	GSIS activator	Cneo AK release	ARNT TACC3 PPI	LGR2 antag	PGC1a acetyl inh	PAX8 inh HTS	PglD inh
CCCN1C[C@H](C)[C@H](OC)CN(C)C(=O)c2cc(NC(=O)c3ccno3)ccc2OC[C@@H]1C	-2.3	6.1	-6.3	-11.7	3.3	8.3	-11.4	-1.2
C[C@@H]1CN([C@H](C)CO)C(=O)Cc2cc(NC(=O)Nc3ccc(F)cc3)ccc2O[C@@H]1CN(C)C(=O)Nc1ccc2c(c1)OCO2	5.1	8.7	-1.2	23.7	1.8	5.3	0.6	2.4
COc1ccccc1OCC(=O)Nc1ccc(S(=O)(=O)N2CCCCCC2)cc1	-21.2	-9.5	2.4	-1.3	1.4	9.9	nt	-1.4

Back to the main list, repeating the 2 entries before the break.
SMILES	C2C12 statin	GSIS activator	Cneo AK release	ARNT TACC3 PPI	LGR2 antag	PGC1a acetyl inh	PAX8 inh HTS	PglD inh
CCN(Cc1ccc(Cl)s1)C(=O)c1cccc(OCc2c(C)noc2C)c1	-4.1	-52.4	-0.4	-3.8	6.7	nt	21.8	-4.5
N=C(N1CCCc2ccccc21)N1CCCc2ccccc21	-18.7	16.0	7.2	-0.4	-0.9	-8.2	3.6	3.0
O=[N+]([O-])c1cccnc1N1CCN(c2ccccc2F)CC1	nt	7.1	nt	9.7	-14.8	2.0	-11.6	nt
O=C(Nc1ccc2c(c1)OCO2)N[C@H]1CC[C@@H](CC(=O)N2CCN(c3ccccc3)CC2)O[C@H]1CO	22.8	-7.9	-0.8	-16.8	3.1	0.9	4.2	0.7
COc1ccc(OC)c2c(N)c(C#N)c(C(F)(F)C(F)(F)F)nc12	89.2*	nt	-1.2	nt	nt	4.0	17.8	-7.5
CCN(CC)S(=O)(=O)c1cccc(C(=O)NC(C(=O)Nc2nnc(C)s2)C(C)C)c1 (stereo not drawn)	6.7	-13.8	2.3	2.8	-9.6	-0.5	nt	-23.3
O=C(Nc1cccc(F)c1)N[C@@H]1CC[C@@H](CCn2cc(Cc3ccccc3)nn2)O[C@@H]1CO	-5.5	6.7	3.3	12.4	-1.8	19.5	3.0	2.3
COc1cccc(CNS(=O)(=O)c2csc(C(N)=O)c2)c1	-13.0	25.7	-1.7	-5.7	4.1	4.0	-20.9	-1.8
C[C@H](CO)N1C[C@H](C)[C@@H](CN(C)C(=O)CC2CC2)Oc2cc(C3=CCCC3)ccc2S1(=O)=O	-1.1	-7.6	1.6	3.9	1.2	2.1	nt	3.7
COC(CN(C(=O)CCl)C(C(=O)NC1CCCCC1)c1ccc(C)cc1)OC (stereo not drawn)	nt	3.5	1.9	-7.4	-41.3	nt	4.3	-2.8
CNc1nc(N)nc(-c2cc(Cl)ccc2OC)n1	nt	-4.7	0.6	0.6	9.8	nt	-13.0	0.7
O=C(/C=C/c1ccc2c(c1)OCO2)NCCSCc1cccc(Cl)c1	nt	-34.6	0.0	-2.0	2.1	nt	-2.4	-4.7
CC(C)(C)c1cc(NC(=O)CSc2nncs2)n(-c2ccccc2)n1	nt	-11.8	nt	0.2	-0.3	nt	4.3	nt
CCN(CC)C(=O)C1=C(C)N(Cc2ccc(C(C)(C)C)cc2)C(=O)C(CC(=O)NCc2cccs2)C1 (stereo not drawn)	-5.5	-15.4	-0.9	nt	-12.9	nt	27.4	-0.5
C=CCCC(=O)Nc1ccc(Br)cn1	nt	0.0	nt	-1.2	-9.2	1.9	-26.3	nt
CCC(C)N(C(=O)COC(=O)c1ccc(N)c([N+](=O)[O-])c1)C1CCS(=O)(=O)C1 (stereo not drawn)	10.2	nt	-1.3	nt	10.5	-0.9	15.8	-4.6
Cc1noc(C)c1NC(=O)N[C@@H]1C=C[C@H](CC(=O)NCc2ccc(Cl)c(Cl)c2)O[C@H]1CO	5.1	1.2	-3.6	-14.4	-4.2	7.4	-11.0	3.4
C[C@@H]1CN([C@@H](C)CO)S(=O)(=O)c2ccc(-c3ccccc3F)cc2O[C@@H]1CN(C)C	-35.6	9.5	-3.0	-4.3	0.1	2.9	3.3	7.4
O=[N+]([O-])c1ccc(N/N=C/c2cccc(O)c2O)c(S(=O)(=O)N2CCOCC2)c1	38.0	-5.4	nt	0.8	24.2	16.5	21.9	nt
Cc1cccc(CN(C)C[C@@H]2Oc3ncc(-c4cc5ccccc5o4)cc3C(=O)N([C@H](C)CO)C[C@@H]2C)c1	5.8	-23.4	20.4	3.1	2.2	-11.1	3.4	-1.5
O=C(Nc1ccc(Br)cc1F)C1CCCN(S(=O)(=O)c2cnc[nH]2)C1 (stereo not drawn)	-9.0	-10.4	-2.9	-1.3	-5.9	4.5	-16.0	-0.4
C[C@@H]1CCCCO[C@@H](CN(C)Cc2ccccc2)[C@@H](C)CN([C@@H](C)CO)C(=O)c2cc(NC(=O)C3CCCCC3)ccc2O1	nt	-17.6	-3.4	2.3	-10.4	17.1	9.1	1.2

Source: PubChem
